Runt-SMMHC FRET – Runt domain-CBFb-SMMHC interaction inhibition; Q01196+Q13951; Cerulean-Runt/Venus-CBFb-SMMHC FRET ratio 530/480, 1 h; inhibition, % at 20 µM; 220,000 compounds, 0.74% hits;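 active = mean inhibition across duplicate retests at 20 µM reaching about 50%, limit read from the data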;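 also: 0% = DMSO wells and 100% = wells with excess untagged CBFb-SMMHC; inhibitors lower the FRET ratio by blocking Runt binding to CBFb-SMMHC; some results filed as inactive read as strong as hits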
NPY-Y2 PAM-ag – potentiators or agonists of human neuropeptide Y receptor Y2. 220,000 compounds, 0.45% hits. activation, % at 3.6 µM. cells expressing NPY-Y2, potentiator/agonist read-out; in the data active = activation above about 27%;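 also: cells stimulated with NPY near EC25 plus isoproterenol at EC100; 0% = vehicle plus submaximal agonist and 100% = vehicle plus saturating agonist; some results beyond the cut were filed as inactive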
Target sequence (P49146 whole entry, looked up): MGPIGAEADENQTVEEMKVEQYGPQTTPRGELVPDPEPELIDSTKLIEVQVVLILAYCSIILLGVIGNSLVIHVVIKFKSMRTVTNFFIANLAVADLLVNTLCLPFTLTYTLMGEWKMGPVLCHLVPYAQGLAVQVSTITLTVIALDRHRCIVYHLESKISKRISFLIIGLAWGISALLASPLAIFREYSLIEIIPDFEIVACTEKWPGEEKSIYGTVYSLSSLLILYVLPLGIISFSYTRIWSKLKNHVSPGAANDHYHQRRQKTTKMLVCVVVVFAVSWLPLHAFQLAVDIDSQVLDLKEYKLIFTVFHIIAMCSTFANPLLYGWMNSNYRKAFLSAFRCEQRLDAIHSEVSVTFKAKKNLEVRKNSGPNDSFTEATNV
Hck Nef HTS – inhibitors of human Hck kinase activated by Nef; P08631; Recombinant Hck-YEEI plus Nef, Z-Lyte FRET kinase assay; inhibition, % at 20 µM; 220,000 compounds, 0.68% hits;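 active = Hck-Nef kinase inhibition above about 50%, limit read from the data; inactive = inhibition below that limit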;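 also: 0% = DMSO with Hck plus Nef and 100% = Hck alone without Nef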
Runt-CBFb FRET – blocks binding of human RUNX1 Runt domain to CBFb. Q01196+Q13951. Cerulean-Runt/Venus-CBFb FRET ratio 530/480, 1 h. inhibition, % at 20 µM. 220,000 compounds, 0.46% hits;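 active = inhibition over about 50% at 20 µM in the single-dose screen, limit read from the data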;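 also: 0% = DMSO wells and 100% = excess unlabeled CBFb competitor control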
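Schedule: protein complex preformed 1 h, compound exposure 1 h, room temperature, dark; test system: Cerulean-labeled Runt domain protein; amount: 100 nM per protein; buffer or medium: Tris 50 mM pH 7.5, KCl, K2SO4, 0.01% BSA; read-out: loss of energy transfer signal; detection: FRET fluorescence; controls: 5 µM unlabeled CBFb as full-inhibition high control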
Mdm2 ligase inh – inhibitors of human Mdm2 E3 ubiquitin ligase; Q00987; cell-based MDM2 ubiquitination luciferase reporter, 2 h; 0 = plate control, 100 = twice control, blank-subtracted; signal enhancement, % at 5 µM; 210,000 compounds, 0.11% hits;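 active = signal enhancement of 30% or more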;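 also: luminescence tracks abundance of the self-degrading MDM2-luciferase fusion protein; higher signal means inhibition of MDM2 E3 ligase activity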
Target sequence (Q00987 whole entry, looked up, the tested form may be a part): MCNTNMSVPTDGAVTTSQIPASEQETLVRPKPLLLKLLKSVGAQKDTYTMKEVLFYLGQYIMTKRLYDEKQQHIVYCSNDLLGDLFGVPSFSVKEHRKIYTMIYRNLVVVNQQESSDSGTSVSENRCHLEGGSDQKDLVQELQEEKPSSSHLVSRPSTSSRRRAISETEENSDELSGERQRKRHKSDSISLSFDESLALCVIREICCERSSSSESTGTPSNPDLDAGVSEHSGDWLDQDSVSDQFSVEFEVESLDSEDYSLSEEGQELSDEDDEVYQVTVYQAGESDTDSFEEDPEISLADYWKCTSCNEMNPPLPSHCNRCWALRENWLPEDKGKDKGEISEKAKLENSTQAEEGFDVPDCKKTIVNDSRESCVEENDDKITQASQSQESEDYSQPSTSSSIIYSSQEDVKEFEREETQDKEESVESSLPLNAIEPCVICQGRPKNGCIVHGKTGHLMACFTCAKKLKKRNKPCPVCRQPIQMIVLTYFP
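Timing – 2 h compound exposure at 37 °C · Assay system – mammalian cells stably expressing self-ubiquitinating, self-degrading MDM2 E3–luciferase fusion · Amount – 2000 cells seeded into each well · Measure – % luminescence enhancement versus blank-corrected plate control mean · Measured by – SteadyLite luminescence, 15 min reagent step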
NPY Y1 blocker – NPY-Y1 (human) receptor antagonism; HEK293-CNG Y1 cells, membrane potential fluorescence; NPY at EC95, then isoproterenol; inhibition, % at 3.6 µM; 200,000 compounds, 1% hits; AID 1040;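 active = inhibition above the campaign mean inhibition of all tested compounds plus 3 SD, cut at about 20% in these data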;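 also: 0% = DMSO wells given NPY plus isoproterenol and 100% = isoproterenol alone without NPY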
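Material: Y1- and CNG-channel-expressing HEK293 cells / Probe or stimulus: NPY 25 nM then isoproterenol 1 µM plus Ro 20-1724 25 µM / Doses: 3.6 µM single dose, DMSO 0.4% / Schedule: compound incubation 1 h at room temperature, readout 45 min post-stimulation / Signal: membrane potential fluorescence / Benchmarks: isoproterenol-only wells as full block versus NPY-plus-isoproterenol wells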
NPY1 pot ag – potentiates or activates human NPY-Y1 receptor | P25929 | activation, % at 3.6 µM | 220,000 compounds, 0.37% hits | NPY-Y1 expressing cells, potentiator/agonist activation | AID 1304; in the data active = activation above about 33%, passing the limit was not always enough;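 also: cells stimulated with NPY at EC10 then isoproterenol at EC100; 0% = low agonist plus stimulus and 100% = saturating agonist plus stimulus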
p97 inhibitor – human p97 ATPase inhibition | inhibition, % at 8 µM | P55072 | 220,000 compounds, 0.42% hits | recombinant p97 ATPase, Kinase-Glo ATP luminescence, 3 h; in the data active = inhibition above about 15%;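 also: 0% = DMSO vehicle and 100% = wells lacking enzyme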
RBBP9 inhibitor – blocks human serine hydrolase RBBP9; O75884; recombinant RBBP9, FP-Rh probe fluorescence polarization; inhibition, % at 7.94 µM; 220,000 compounds, 0.2% hits; AID 1515;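 active = inhibition above the campaign mean of all tested compounds plus 3 SD, cut at about 14% in these data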;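 also: plate controls were DMSO wells with RBBP9 for no effect and wells lacking RBBP9 protein for full effect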
Target sequence (O75884 whole entry, looked up): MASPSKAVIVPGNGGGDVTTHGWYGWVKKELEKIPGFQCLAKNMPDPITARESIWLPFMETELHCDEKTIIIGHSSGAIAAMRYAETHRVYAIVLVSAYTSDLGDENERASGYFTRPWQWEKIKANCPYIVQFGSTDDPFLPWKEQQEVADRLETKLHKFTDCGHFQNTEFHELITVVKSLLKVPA
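System: RBBP9 protein / Buffer or medium: Tris/NaCl buffer pH 8.0 with 0.1% Pluronic / Probe or stimulus: Serine-hydrolase probe FP-Rh, 375 nM pre-mixing / Dosing: 7.94 µM single dose, 0.794% DMSO / Times: enzyme-compound preincubation 30 min, then probe labeling 45 min, 25 °C / Technique: fluorescence polarization (mP), excitation 525 nm, emission 598 nm / Replication: singlicate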
Numbers without * were called inactive; / = no result given; & = joins results of further samples.

SMILES	Runt-SMMHC FRET	NPY-Y2 PAM-ag	Hck Nef HTS	Runt-CBFb FRET	Mdm2 ligase inh	NPY Y1 blocker	NPY1 pot ag	p97 inhibitor	RBBP9 inhibitor
CCN(CC)S(=O)(=O)c1ccc(C(=O)NCc2n[nH]c(=S)n2Cc2ccccc2)cc1	-2	19	7	1	-5	2	6	2	-4
OCc1nc(CO)n(Cc2ccccc2)n1	4	17	0	0	/	6	12	1	-4
COc1ccc(CN(C(=S)Nc2ccccc2)C2CC(=O)N(c3ccccc3)C2=O)cc1 (centres undefined)	5	1	-2	1	-1	1	-9	-1	3
COc1ccc(NC(=O)c2c(NC(=O)CCC(=O)O)sc3c2CCCCC3)cc1	37	-6	25	19	11	8	9	4	0
Cc1cc(=O)oc2c(C(=O)/C=C\c3cccs3)c(O)ccc12	-3	-1	28	2	/	3	-19	4	-2
CC1=C(C#N)C(c2ccc(O)cc2)C(C#N)=C(C)N1	2	13	21	-1	-4	/	22	5	3
CC(=O)Nc1ccc(S(=O)(=O)N2CCSC2c2ccc(C)cc2)cc1 (centres undefined)	1	3	3	-3	-5	5	-1	1	-9
COCCOC(=O)c1c(C)oc2ccc(OC(=O)COc3c(F)c(F)c(F)c(F)c3F)cc12	-6	-3	1	-4	-7	3	-24	3	6
Cc1ccc(/C=N/NC(=O)CN2CCN(Cc3ccccc3)CC2)s1	0	-4	0	-2	-6	/	-2	-1	-8
O=C(CSc1nc2ccccc2o1)N1N=C(c2cccs2)CC1c1ccc(F)cc1 (centres undefined)	1	-2	-2	2	-8	1	-9	0	-3
COC(=O)/C=C/C(=O)Nc1cccnc1	4	-9	-1	-3	-15	-2	4	6	7
NC(=O)c1ccc[n+](CCC[n+]2cccc(C(N)=O)c2)c1	1	-9	-37	-1	-88	1	-19	-6	-11
COC(=O)c1c(NC(=O)c2ccc(OC(C)C)cc2)sc2c1CC(C)(C)NC2(C)C	-8	1	1	-1	-9	-6	10	9	4
CCOC(=O)C1=C(c2cccc(F)c2)NC(=S)NC1C (centres undefined)	-2	10	-10	-1	-14	6	12	0	5
O=C(Nc1ccccc1)c1ccc(-c2ccccc2Cl)o1	2	-22	1	3	/	12	-35	4	-10
CCSc1cc(N2CCOCC2)nc(-c2ccc(Cl)cc2)n1	-6	2	2	-4	1	-4	9	0	-5
CCOC(=O)c1c(/N=C/C2=C(O)CC(C)(C)CC2=O)sc2c1CCCC2	-9	-11	-65	-20	-7	/	-4	-2	-7
CC(C)(C)c1ccc(C(=O)Nc2ccc(NC(=O)c3ccco3)cc2)cc1	-6	-3	0	/	-22	-7	18	3	-4
C[C@@H]1CCC[C@H](C)N1NC(=O)c1ccc(Cl)c(S(N)(=O)=O)c1	-4	7	-7	0	/	-2	18	7	1
CN(C)S(=O)(=O)c1cccc(NC(=S)N/N=C/C2CC=CCC2)c1 (centres undefined)	10	-5	20	7	-11	-2	4	-4	-10
COc1ccc(/C=N/NC(=O)c2cccnc2)cc1Cn1nc([N+](=O)[O-])c(Br)c1C	-1	-14	22	-3	18	2	2	1	-5
Cc1ccc(NC(=O)Cn2c(=O)oc3cc(S(=O)(=O)N4CCC(C)CC4)ccc32)cc1C	0	-9	1	2	-15	-6	2	-9	-4
CCOC(=O)c1ccc2nc(NC(=O)c3cccs3)sc2c1	-2	3	0	-3	1	-4	6	9	-3
Cn1c(-c2c(N)n(-c3ccccc3)c3nc4ccccc4nc23)nc2ccccc21	-68	12	2	-15	-22	3	-2	11	-6
CCc1cccc(CC)c1NC(=S)Nc1cccc(Cl)c1Cl	0	-13	14	3	-14	/	6	-2	0
NS(=O)(=O)c1ccc(NC(=O)CN2CCc3ccccc32)cc1	1	-3	26	-1	-3	/	7	12	-5
Cc1cccc(C)c1NC(=O)CN1C(=O)S/C(=C\c2cccn2C)C1=O	-56	6	4	-2	-12	-3	-1	3	-2
Cc1ccc(C2=NN(C(=O)CSc3nc(N)cc(N)n3)C(c3ccco3)C2)cc1 (centres undefined)	2	-1	10	-3	-4	0	-4	7	-7
O=C(C(Cc1ccccc1)N1C(=O)C2C3CCC(C3)C2C1=O)N1CCCCC1 (centres undefined)	-1	10	0	-2	-4	4	-1	-1	-1
O=C(CN1CCN(c2cccc(Cl)c2)CC1)Nc1ccc([N+](=O)[O-])cc1C(=O)Nc1ccccc1F	0	8	1	1	/	4	-30	2	-14

Grouped by structure, those above with an aryl thioether with sulfur outside any ring.
SMILES	Runt-SMMHC FRET	NPY-Y2 PAM-ag	Hck Nef HTS	Runt-CBFb FRET	Mdm2 ligase inh	NPY Y1 blocker	NPY1 pot ag	p97 inhibitor	RBBP9 inhibitor
O=C(CSc1nc2ccccc2o1)N1N=C(c2cccs2)CC1c1ccc(F)cc1 (centres undefined)	1	-2	-2	2	-8	1	-9	0	-3
CCSc1cc(N2CCOCC2)nc(-c2ccc(Cl)cc2)n1	-6	2	2	-4	1	-4	9	0	-5
Cc1ccc(C2=NN(C(=O)CSc3nc(N)cc(N)n3)C(c3ccco3)C2)cc1 (centres undefined)	2	-1	10	-3	-4	0	-4	7	-7

(list continues)
SMILES	Runt-SMMHC FRET	NPY-Y2 PAM-ag	Hck Nef HTS	Runt-CBFb FRET	Mdm2 ligase inh	NPY Y1 blocker	NPY1 pot ag	p97 inhibitor	RBBP9 inhibitor
CCOC(=O)c1c(NC(=O)CN2CCN(C(=O)c3ccco3)CC2)sc(C(N)=O)c1C	2	1	21	-1	7	3	6	-6	-4
O=C(CSc1nnc2c(n1)[nH]c1ccccc12)Nc1cccc(S(=O)(=O)N2CCOCC2)c1	-4	9	4	2	/	/	4	2	-4
O=C(OCC(=O)N1CCN(C(=O)c2ccco2)CC1)c1cc(-c2cccc(Br)c2)nc2ccccc12	-11	5	2	-24	0	-6	-10	0	-14
O=C(Nc1cccc(F)c1)C1C2C=CC3(CN(CCCN4CCOCC4)C(=O)C13)O2 (centres undefined)	-2	-9	21	1	-8	5	0	7	-8
CCCCCc1cc(=O)oc2c(C(CCN(CC)CC)c3ccc(N(C)C)cc3)c(OC)cc(OC)c12 (centres undefined)	1	/	6	0	-20	/	/	/	/
C/C(=N\NC(=O)CN(c1ccc(C)cc1)S(C)(=O)=O)c1cccs1	-1	5	2	-4	12	1	3	3	5
CC(=O)Nc1cccc(NC(C)=O)n1	-4&-8	14&11	12&6	-1&0	-14&-6	3	7&-5	3&3	-8&7
COc1ccc(NC(=O)C2CCCNC2)cc1OCC(C)C (centres undefined)	2	11	2	-2	-21	0	10	7	-3
CC(=O)N(C)c1ccc(NC(=O)c2cnn(C)c2)cc1	-4	2	3	-1	-12	-1	15	3	10
Clc1ccc(C(c2nnnn2C2CCCC2)N2CCN(Cc3ccncc3)CC2)cc1 (centres undefined)	1	7	-1	-7	-13	2	3	-6	-4
COc1ccc(CNC(=O)c2cccc(C)c2[N+](=O)[O-])cc1	0	-4	5	-2	5	-4	2	-1	1
COc1ccc(Cl)cc1NC(=O)CCc1ccccc1	-1	-10	7	2	-11	1	-6	-1	0
O=C(NCc1ccccc1)C(c1ccccc1)N(Cc1ccc2c(c1)OCO2)C(=O)Cc1cccs1 (centres undefined)	-6	3	0	-5	-24	6	6	-1	-5
COc1ccccc1NC(=O)c1nn(-c2cccc(C(F)(F)F)c2)ccc1=O	-2	8	1	/	-17	-4	13	3	1
COc1cc(-n2c(=O)c3ccccc3n(Cc3ccccc3)c2=O)cc(OC)c1OC	-5	-3	-19	-2	-21	0	-7	-8	-9
CCN(C(=O)CN1C=NS(=O)(=O)c2ccccc21)c1ccccc1	2	5	2	-2	-6	-1	7	-1	-9
CSc1ccc(/C=C(\NC(=O)c2ccc(C)cc2)C(=O)NN)cc1	-4	-54	9	0	-10	/	-3	11	-15
O=C(CNC(=O)c1cccc(OC(F)F)c1)OCC(=O)c1ccccc1	0	9	44	-1	-5	1	5	4	-2
CCCn1c(=N)c(C#N)cc2c(=O)n3ccccc3nc21	76*	7	60*	32	-3	-1	-17	3	-1
CCOc1ccc(Nc2oc(Cc3ccccc3)nc2C#N)cc1	2	2	-1	0	-10	11	-23	2	-5
O=C(O)c1ccc(OCC(F)(F)F)nc1	-1	0	15	3	-9	/	7	10	2
COc1ccc(C)c2sc(N3CCCC3)nc12	-5	1	1	1	0	-1	17	-3	0
Cc1cc(C(=O)OCC(=O)NCc2ccc3c(c2)OCO3)c2ccccc2n1	-1	-12	-18	-2	5	6	-26	6	3
COC(=O)c1ccccc1CCC(C)=O	0	5	1	-1	-13	-4	4	3	-3
CCc1c(C)nc(SCCOc2ccc(OC)cc2)[nH]c1=O	1	-29	2	2	-20	13	-39	1	-5
CC1CCN(CCCNC(=O)C2CCC(=O)N2C2CCCC2)CC1 (centres undefined)	-8	-2	3	-2	-6	2	11	8	-8
O=C(COc1cccc2cccnc12)N/N=C/c1ccc(O)cc1	-2	-4	3	0	-6	6	6	3	-10
CC(=O)Nc1nnc(SCC(=O)c2ccc(F)cc2)s1	/	-8	11	/	-17	2	-1	-5	-8
Clc1ccc(N2CCN(c3nc4nonc4nc3N3CCSCC3)CC2)nc1	-7	-13	13	-1	-7	6	3	3	-8
CCOc1cc(/C=N\NC(=O)c2ccc(NC(=O)C(C)(C)C)cc2)ccc1OC(=O)c1cccc(C)c1	2	13	0	-2	-32	-3	33	4	-6
CN(C)/C=N/C(=S)Nc1ccccc1Cl	1	7	-2	-2	-10	-1	13	2	-1
[N-]=[N+]=CC(=O)CC(c1ccccc1)N1C(=O)c2ccccc2C1=O (centres undefined)	-7	17	0	2	4	5	-2	7	2
COc1ccc(NC(=O)O/N=C/c2ccccc2Cl)cc1	-1	-2	-3	0	-13	/	-9	4	3
COc1ccc(CCNc2cn[nH]c(=O)c2Cl)cc1OC	-2	8	17	1	-18	-2	11	7	1
C=CCn1c(SCC(=O)Nc2cccc(C)c2)nnc1-c1cnccn1	1	-17	3	-1	-3	1	-9	1	-7
CC(=O)N=c1cccc(NC(C)=O)n1O	2	10	0	-1	-10	2	14	3	3
O=C(CNc1ccc2ccccc2c1)N/N=C/c1ccc(C(=O)O)cc1	-1	2	18	27	-4	-1	16	2	-8
CC(=O)Nc1cccn(Cc2c(Cl)cccc2Cl)c1=O	1	-5	0	0	-6	0	6	2	-2
